# Tau fluor counter – counter-screen for tau fibril formation inhibitors; tau K18 P301L Alexa594 fluorescence, heparin fibrillization; Potency, µM (titrated, usually from 57.7 µM), for the others: at the top dose activity change, negative = decrease; 280,000 compounds, 0.93% hits; AID 1463; also: % is scaled to controls: 0 for no effect and ±100 for the full control effect; nearly all actives have a fitted effect of over 55% in size
#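 Human tau K18 P301L (15 uM unlabeled, 0.24 uM Alexa 594-labeled) in 100 mM sodium acetate pH 7 with 20 uM heparin, 6 hr at 37 C. ThT 30 uM added, 1 hr ambient; Alexa 594 FP and total fluorescence read at 555/632 nm.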
# Tau fibril FP – inhibitors of human tau fibril formation. P10636. K18 P301L tau heparin fibrillization, Alexa594 FP, 6 h. Potency, µM (doses to about 57.7 µM), for inactives: top-dose activity, negative = inhibition, usual class: inhibitors. 280,000 compounds, 0.39% hits. AID 1468; also: % is scaled to controls: 0 for no effect and ±100 for the full control effect; nearly all actives have a fitted effect of over 55% in size
# Target sequence (P10636 561-689 P618L limits assumed): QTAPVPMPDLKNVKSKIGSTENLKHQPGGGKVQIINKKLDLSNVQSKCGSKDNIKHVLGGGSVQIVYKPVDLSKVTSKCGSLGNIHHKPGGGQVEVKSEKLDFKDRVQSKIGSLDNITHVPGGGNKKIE
#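 Recombinant K18 P301L […], labeled with Alexa 594 at 0.24 uM over 15 uM unlabeled; heparin inducer 20 uM final; 37 C, 6 hr; FP endpoint.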
# Tau fibril ThT – inhibitors of human tau fibril formation, thioflavin T binding. recombinant tau K18 P301L (four-repeat tau fragment), heparin-induced fibrillization, ThT fluorescence. Potency, µM (series often up to 57.4 µM), without a hit: top-dose activity, negative = inhibition, most hits filed as inhibitors. 270,000 compounds, 2.1% hits. AID 1460; also: % is scaled to controls: 0 for no effect and ±100 for the full control effect; nearly all actives have a fitted effect of over 55% in size
#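 Heparin-induced (20 uM) aggregation of recombinant human K18 P301L tau, 15 uM unlabeled with 0.24 uM labeled, pH 7 acetate buffer, 6 hr at 37 C with compound. Fibrils quantified by 30 uM ThT fluorescence after 1 hr ambient incubation.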
# HTT ATP protect – Huntington cell model cytoprotection by ATP luminescence; PC12 HTT-Q103 induced, cytoprotection, ATP luminescence, 40 h; Potency, µM (series often up to 56.4 µM), for inactives: cytoprotection (ATP increase), usual class: activators; 230,000 compounds, 0.14% hits; AID 1471;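 also: % of control where 0% means no effect; nearly all actives have a fitted effect of over 45% in size; toxic huntingtin expression switched on by the ecdysone agonist tebufenozide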
#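 PC12 cells with ecdysone-inducible HTT exon 1 Q103-GFP, induced with 100 nM tebufenozide and co-treated with library compounds in a dose series (1536-well, 1500 cells/well). Cytoprotection read as ATP content by ATPlite luminescence.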
# GAA glycogen – GAA glycogen-cleavage inhibition or activation; 300,000 compounds, 0.38% hits; recombinant GAA, glycogen substrate, Amplex Red glucose oxidase fluorescence; Potency, µM (highest dose often 76.4 µM), for the others: top-dose activity change, negative = inhibition, usual class: inhibitors; AID 2100;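 also: 0% = full enzyme reaction and -100% = no-enzyme basal signal; the screen sought inhibitors and activators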
#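 Recombinant enzyme (4 nM final) with compounds titrated up to 77 uM and bovine liver glycogen (30 ug) in citrate pH 5.0, 0.01% Tween-20, 37 C 40 min. Released glucose detected by Amplex Red/glucose oxidase (Ex 573/Em 610); AC50 from Hill fits.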
# GAA inh – alpha-glucosidase (human) inhibition; P10253; purified human GAA, 4-MU-alpha-glucoside fluorescence; Potency, µM (highest dose often 76.9 µM), for inactives: at the top dose activity change, negative = inhibition, hits mostly inhibitors; 200,000 compounds, 0.005% hits;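 also: plate controls were uninhibited enzyme wells for no effect and no-enzyme background for full effect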
#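 Human alpha-glucosidase, 4 nM, pre-mixed with test compounds before 400 uM 4-methylumbelliferyl substrate; 20 min room temperature at pH 5.0. Fluorescence read after pH 10 stop; AC50 values from Hill-equation fits.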
# aGal spleen mod – alpha-galactosidase A (human) modulation. P06280. human spleen homogenate, 4MU-alpha-Gal fluorescence, 40 min. Potency, µM (titrated, usually from 80 µM), for inactives: top-dose activity change, negative = inhibition, actives largely listed as inhibitors. 240,000 compounds, 0.008% hits;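 also: 0% = enzyme with vehicle and -100% = no enzyme basal signal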
# Target sequence (P06280 32-429 limits assumed): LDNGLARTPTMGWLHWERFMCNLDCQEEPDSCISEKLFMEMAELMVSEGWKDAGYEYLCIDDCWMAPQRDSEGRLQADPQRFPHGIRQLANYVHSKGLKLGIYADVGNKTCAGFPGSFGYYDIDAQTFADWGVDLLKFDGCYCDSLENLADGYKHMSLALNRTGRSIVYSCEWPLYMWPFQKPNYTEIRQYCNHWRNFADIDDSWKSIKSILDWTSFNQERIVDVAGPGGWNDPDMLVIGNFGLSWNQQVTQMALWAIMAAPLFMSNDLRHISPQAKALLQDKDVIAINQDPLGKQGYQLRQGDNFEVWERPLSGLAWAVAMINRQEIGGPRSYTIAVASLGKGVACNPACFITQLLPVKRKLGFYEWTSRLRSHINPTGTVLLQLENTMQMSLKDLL
#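 qHTS titration in buffer at pH 5.0. Alpha-galactosidase activity in spleen homogenate was measured via 4-methylumbelliferone release from 1 mM fluorogenic substrate after 40 min at 37C and a pH 10 stop. AC50 came from Hill fits of control-normalized data.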
# GAA spleen mod – inhibitors or activators of human alpha-glucosidase in spleen homogenate; 240,000 compounds, 0.006% hits; AID 2112; Potency, µM (top dose mostly 79.9 µM), without a hit: at the top dose activity change, negative = inhibition, actives largely listed as inhibitors; human spleen homogenate, 4-MU-alpha-glucoside fluorescence;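 also: 0% = enzyme with vehicle and -100% = no enzyme basal signal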
#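 Human spleen homogenate (1 ug) incubated with compounds and 1 mM 4-methylumbelliferyl-alpha-D-glucopyranoside in pH 5.0 citrate/phosphate buffer, 37 C, 40 min. Stopped at pH 10; 4-MU fluorescence (Ex 365/Em 440 nm); AC50 by Hill fit.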
# * marks the source's active call; other numbers are inactive results; ? = inconclusive; . = no result given; [ ] = dose if it differs, or a comment. Calls follow the shape of the dose curve; as a rule, active = well fitted curve in the direction sought with a large enough effect; inconclusive = small, poorly fitted or top-dose-only effect, or another doubt; inactive = no such curve, though single readings can be large; an effect the other way counts as inactive or inconclusive. Potency is read from the fitted curve at half-maximal effect.
mol | Tau fluor counter | Tau fibril FP | Tau fibril ThT | HTT ATP protect | GAA glycogen | GAA inh | aGal spleen mod | GAA spleen mod
CCn1c(NC(=S)Nc2ccccc2)nc2ccccc21 | -18% | 1% | -12% | 13% | -8% | -11% | -3% | 2%
Cn1c(=O)c2c(nc(CN3CCC(C(N)=O)CC3)n2Cc2ccccc2Cl)n(C)c1=O | 12% | 2% | 12% | -29%[0.074 µM] | 6% | 3% | 3% | -6%
CCOC(=O)/C(C)=N/NC(C)=O | 0% | ? | 2% | 24% | . | . | 10% | 2%
CN(C)S(=O)(=O)c1cccc(C(=O)NCCc2ccccc2)c1 | 4% | -11% | 10% | 32% | 4% | -2% | -6% | -3%
COc1ccc(/C=N/Nc2ncccc2[N+](=O)[O-])c(OC)c1 | ? | 1% | 13µM* | -39%[inhibitor] | ? | -5% | -3% | -2%
COC(=O)C1=C(C(=O)OC)[C@@H]2N(C)c3ccc(OC)cc3[C@@]23C[C@@H](C(=O)OC)N(S(=O)(=O)c2cccs2)C3=N1 | -24%[11.6 µM] | 2%[11.6 µM] | -15%[11.5 µM] | 11%[10 µM] | . | . | 11%[17.5 µM] | 8%[17.4 µM]
COc1ccc(OC)c(NC(=O)C(C)Oc2ccc(Br)cc2)c1 (stereo unspecified) | -22% | -2% | -17% | 12%[10 µM] | 1% | 1% | -5% | -8%
CC(Sc1ccc(S(=O)(=O)N2CCOCC2)cc1[N+](=O)[O-])C(=O)O (stereo unspecified) | 1% | -5% | -8% | . | -5% | -11% | 8% | 2%
CCc1ccc(CNc2ccc(N3CCN(C(C)=O)CC3)cc2)cc1 | -20% | -4% | ? | -12%[0.074 µM] | ? | -1% | 1% | 0%
CCCn1c(=O)c2ccccc2n2c(SCc3nc4ccccc4s3)nnc12 | -9% | 11% | ? | -12% | -11% | 3% | 4% | -2%
Cc1ccccc1NS(=O)(=O)c1cc(OCC(N)=O)c(C)cc1Cl | 0% | -1% | -4% | 5% | 0% | -4% | -14% | -14%
COC(CN(C(=O)CCl)C(C(=O)NC1CCCCC1)c1ccccc1C)OC (stereo unspecified) | -7% | -3% | -10% | 12%[10 µM] | 3% | 7% | 1% | 2%
Cc1ccc2cc(CN(CC3CCCO3)C(=O)Nc3ccccc3F)c3nnnn3c2c1 (stereo unspecified) | -23% | -4% | -16% | -36% | 2% | 5% | -2% | .
Cc1ccc(Cl)cc1N1CCN(C(=O)COc2cc(=O)n(C)c3ccccc23)CC1 | -29% | -10% | ? | . | -13%[76.3 µM] | . | . | .
CCOC(=O)c1cnc(-c2ccc(C(F)(F)F)cn2)[nH]c1=O | -5% | -1% | -17% | 0%[10 µM] | 8% | 2% | -3% | -2%
CC(NC(=O)NC1CCCCC1)C(c1cccs1)N1CCN(c2ccccc2)CC1 (stereo unspecified) | -12% | -11% | ? | -14%[10 µM] | -11% | -1% | -1% | 1%
O=C1CCC(=O)N1OCCOc1ccc(Cl)c2ccccc12 | -18% | -8% | -5% | 16% | 14% | -7% | -7% | -2%
CCN(C(=O)CN1CCOCC1)C1(C)C(=O)c2ccccc2C1=O | 4% | 4% | 5% | . | 4% | 2% | 1% | -1%
O=C(N/N=C/c1sc(N2CCCCC2)nc1-c1cccs1)c1cccnc1 | 16µM*[quencher] | 4% | ? | -59%[inhibitor] | 13% | -10% | -11% | -4%
CCN1C(=O)/C(=C2\SC(=S)N(c3c(C)n(C)n(-c4ccccc4)c3=O)C2=O)c2ccccc21 | -11% | -11% | ? | 15%[10 µM] | 2% | -5% | -2% | -7%
Cc1ccc(CCc2nnc(SCC(=O)Nc3cc(Cl)ccc3Cl)n2-c2ccccc2)o1 | -16% | -9% | -14% | 35%[10 µM] | -10% | ? | 7% | -22%
CC(C)c1ccc(O)c(NC(=S)NC(=O)CCc2ccccc2)c1 | -24% | 4% | ? | -26% | ? | 13% | 1% | 5%
CN(C)Cc1ccccc1Sc1ccc(O)cc1O | -12% | 12% | -14% | . | ? | -7% | 5% | 2%
O=C(Nc1ccc(SC(F)F)cc1)c1ccccc1F | -9% | 2% | -11% | -38%[inhibitor] | -5% | 0% | 12% | -1%
COc1cccc(C(=O)N(C)c2nnc(-c3ccncc3)s2)c1 | -5% | 7% | -10% | -13% | 7% | 5% | 3% | 0%
CN(CC(=O)OCC(=O)c1c(N)n(C)c(=O)n(C)c1=O)S(=O)(=O)c1ccc(Cl)cc1 | -13% | ? | -5% | 0%[10 µM] | 11% | -11% | -2% | -4%
COc1ccc(-c2nnc(-c3ccc(OCC(C)C)cc3)o2)cc1 | -12% | 1% | ? | 14% | 18% | -2% | 2% | -6%
CN1C(=O)CCC1(O)c1ccccc1 (stereo unspecified) | 0% | -6% | -9% | 1% | 6% | -1% | 4% | 3%
COC(=O)c1ccc(Cl)c(NC(C)=O)c1 | -11% | -19% | -4% | -21%[10 µM] | 6% | 3% | -1% | -11%
COc1ccc(CN(C)CC(=O)Nc2ccc(SC(F)F)cc2)cc1OC | -16% | -7% | -7% | -6% | -5% | -3% | -8% | -8%
CCOC(=O)c1cnc(SC2CCc3ccccc3C2=O)nc1N (stereo unspecified) | ? | ? | 28µM* | -31% | -14% | 3% | 7% | -3%
Cc1ccc(CN2CCC(CNC(=O)Nc3cccc(C)c3C)C2)cc1 (stereo unspecified) | 3% | 2% | 4% | . | -4%[76.3 µM] | . | . | .
COCCCn1c(SCC(=O)NC(C)(C)C)nnc1-c1cccs1 | -6% | -7% | 2% | 23%[10 µM] | 4% | . | -3% | -15%
CCOC(=O)c1oc2ccccc2c1NC(=O)c1ccc(S(=O)(=O)N2CCCC2)cc1 | -9% | -2% | 1% | 4% | 0% | 1% | 0% | -7%
O=C(NCc1cccc(F)c1)C1CCN(S(=O)(=O)Cc2ccccc2)CC1 | 1% | 2% | 7% | -9% | 6% | -1% | 2% | 0%
CCN(c1ccccc1)S(=O)(=O)c1cc(C(=O)OC(C)C(=O)Nc2ccc3c(c2)OCCO3)ccc1C (stereo unspecified) | ? | -13% | 0% | -38%[inhibitor] | -7% | -2% | -14% | 4%
N#Cc1c(-c2ccccc2Cl)c2c([nH]c1=O)-c1ccccc1OC2 | -7% | -4% | 7% | 16%[10 µM] | -5% | . | ? | ?
Nc1c(C(=O)NCc2ccco2)nnn1CC(=O)Nc1ccc2c(c1)OCO2 | 6% | 7% | 1% | -4%[10 µM] | 2% | 3% | 1% | 8%
CCOc1ccc(/C=N/OCC(=O)NCc2ccco2)cc1 | -6% | 3% | -8% | -25% | -4% | -2% | 6% | 2%
CCC1CCCCN1CCCNC(=O)c1ccc2c(c1)N(Cc1ccccc1F)C(=O)c1ccccc1S2(=O)=O (stereo unspecified) | -23% | 0% | 2% | . | -17%[76.3 µM] | . | . | .

# Full records as entered above. Values in the order: Tau fluor counter	Tau fibril FP	Tau fibril ThT	HTT ATP protect	GAA glycogen	GAA inh	aGal spleen mod	GAA spleen mod
# COCCCn1c(SCC(=O)NC(C)(C)C)nnc1-c1cccs1 across the screens: -6%	-7%	2%	23%[10 µM]	4%	.	-3%	-15%
# CCOC(=O)c1oc2ccccc2c1NC(=O)c1ccc(S(=O)(=O)N2CCCC2)cc1 across the screens: -9%	-2%	1%	4%	0%	1%	0%	-7%

# (cont.)
mol | Tau fluor counter | Tau fibril FP | Tau fibril ThT | HTT ATP protect | GAA glycogen | GAA inh | aGal spleen mod | GAA spleen mod
COc1cc(C(CCN2CCCCC2)c2c(OC)cc(OC)c3c(C)cc(=O)oc23)cc(OC)c1OC (stereo unspecified) | 0% | 3% | -7% | 9%[10 µM] | 4% | . | -11% | -2%
O=C(CCCn1c(=O)c2sccc2n(Cc2ccc(Cl)cc2)c1=O)NCc1ccc2c(c1)OCO2 | -6% | -9% | 10% | . | 3%[76.3 µM] | . | . | .
C=CCn1c(SC(C)C(=O)NCCC2=CCCCC2)nc2ccccc2c1=O (stereo unspecified) | -19% | -4% | ? | -5% | 5% | -6% | 0% | 1%
Cc1sc2ncn(CC(=O)Nc3ccc(C(F)(F)F)cc3)c(=O)c2c1S(=O)(=O)N1CCN(C)CC1 | -19% | -8% | 5% | . | -3%[76.3 µM] | . | . | .
Cc1noc(C)c1C(=O)NC(C)C1CCCO1 (stereo unspecified) | 0% | -2% | 2% | 17%[0.074 µM] | 3% | -5% | 8% | -6%
CCOc1ccc(C(=O)c2cccs2)cc1 | -5% | -4% | -5% | -11% | -3% | 1% | 7% | 1%
COc1ccccc1CNC(=O)C1CC(c2ccccc2C(F)(F)F)=NO1 (stereo unspecified) | -2% | 3% | 2% | 5%[10 µM] | 3% | . | 1% | -2%
O=C(NNC(=O)c1cc2cc(Br)ccc2oc1=O)c1ccc(O)cc1 | -13% | -3% | ? | . | -9% | 4% | 3% | 4%
Cn1c(CNS(=O)(=O)c2ccc(F)cc2)n[nH]c1=S | 1% | 4% | 2% | 7% | -4% | -1% | -4% | -1%
Clc1cccc(Cl)c1CSc1nnc(/C=C/c2ccccc2)o1 | -15% | 0% | -14% | -9% | -1% | -10% | 0% | 2%
COc1ccc(N(CC(=O)NCCC2=CCCCC2)S(=O)(=O)c2ccccc2)cc1 | 4% | 12% | . | -2%[10 µM] | 1% | . | 0% | 0%
CCOC(=O)c1cnn(CCOC(=O)c2cccc(F)c2)c1NC(=O)c1cccc(F)c1 | 0% | -3% | 3% | -5%[10 µM] | 1% | 6% | -1% | -4%
Cc1cccc(NC(=O)N2CC(=O)Nc3sc4c(c3C2c2ccccc2)CCCC4)c1C (stereo unspecified) | 3% | 6% | 0% | . | 10%[76.3 µM] | . | . | .
CCOC(=O)N1CCN(C(=O)c2n[nH]c(=O)c3ccccc23)CC1 | 8% | -1% | 0% | 29%[10 µM] | 5% | -3% | 12% | 2%
CC(=O)c1ccc(NC(=O)Cn2c3ncccc3c(=O)n2-c2ccc(C)cc2)cc1 | ? | ? | -12% | . | -3%[76.3 µM] | . | . | .
CCCCN(CCCC)CCNC(=O)Cc1nc2c(c(=O)[nH]c(=O)n2C)n1C | 6% | 1% | 5% | -3%[0.074 µM] | -1% | -2% | -1% | -6%
COc1ccc2cc(C(c3nnnn3Cc3ccc(F)cc3)N3CCCCCC3)c(=O)[nH]c2c1 (stereo unspecified) | -23% | 0% | ? | -17% | 8% | -3% | 4% | 0%
